# SV40 large T antigen: TAg ATPase/helicase activity blockers – biochemical (AID 1903) | SV40 large T antigen ATPase/helicase inhibition assay; higher % means a stronger effect | one-dose inhibition, % at 20 µM; IC50 in µM for titrated hits | actives 0.39% (n = 310,000); in the data active means a potency from the dose series; inconclusive means inhibition mostly from about 32% at the one dose, without a potency; inactive means the rest, 99 in 100 with inhibition below about 32%; further: strong numbers were not always called active
# CSM14.1 death rescue: rescue of cells from ER stress-induced death, primary screen, 384-well, CSM14.1, thapsigargin, ATP luminescence (AID 1222); CSM14.1 thapsigargin-induced death rescue, ATP luminescence; higher % means a stronger effect; one-dose cellular ATP content (survival), % at 20 µM; EC50 in µM for titrated hits; 190,000 tested, under 10 active;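 active means EC50 below 50 µM in the dose-response confirmation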;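 further: death triggered by thapsigargin at about 15 µM added after 2 h compound pretreatment; cell ATP read after overnight thapsigargin exposure of roughly 18 to 22 hours; normalized against plate controls of thapsigargin alone and 5% DMSO vehicle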
# West Nile virus CPE: West Nile virus antiviral activity, cell-based, CPE readout (AID 1621) | actives 0.02% (n = 290,000) | CPE inhibition, % at 10 µM; hits with a dose series show IC50 in µM | West Nile virus-infected cells, CPE inhibition; higher % means a stronger effect; in the data active means a potency from the dose series; inconclusive means CPE inhibition mostly from about 3.7% at the one dose, without a potency; inactive means the rest, 99 in 100 with CPE inhibition below about 2.2%; further: strong numbers were not always called active
# K1F lysis inhibition: protection from phage-mediated lysis, alamar blue read-out – E. coli UTI89, K1F phage, bacterial capsule biogenesis inhibitors (AID 488966); inhibition, % at 100 µM; hits with a dose series show IC50 in µM; actives 0.02% (n = 340,000); E. coli UTI89 K1F phage lysis, alamar blue, 2 h; higher % means a stronger effect;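 active means phage lysis inhibition, versus mean bacterial control, above a set limit; inconclusive means no clear call, values can overlap the other calls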;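 further: capsule biogenesis inhibitors block K1F phage lysis so surviving cells raise fluorescence; higher fluorescence means more inhibition of phage lysis; actives were called in the ten point dose series up to 300 µM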
# XIAP antagonists: XIAP antagonists, biochemical, IAP family, fluorescence polarization (AID 1018); XIAP BIR domain, fluorescence polarization peptide displacement; higher % means a stronger effect; one-dose displacement, % at 20 µM; IC50 in µM for titrated hits; actives 0.007% (n = 200,000); in the data active means displacement above about 50%; further: a part of the inactive calls stands beside numbers as strong as those of hits
# RSV CPE inhibition: inhibition of RSV-induced cytopathic effect – HEp-2 cells, primary 10 µM value included (AID 2391); CPE inhibition, % at 10 µM; hits with a dose series show IC50 in µM; HEp-2 cells, RSV-induced CPE inhibition; higher % means a stronger effect; actives 0.13% (n = 310,000); in the data active means a potency from the dose series; inconclusive means CPE inhibition mostly from about 23% at the one dose, without a potency; inactive means the rest, 99 in 100 with CPE inhibition below about 21%; further: strong numbers were not always called active
# WT yeast gro inh: growth inhibition of WT yeast, mitochondrial fusion screen. mitochondrial fusion phenotypic screen, WT strain. inhibition, % at 10 µM. actives 2.1% (n = 190,000); in the data active means inhibition above about 58%; tested in S. cerevisiae
# Dengue-2 NS5 capping: Dengue-2 NS5 methyltransferase inhibitors, primary screen, biochemical, confirmation dose response (AID 588689); Dengue-2 NS5 methyltransferase capping enzyme assay, biochemical; higher % means a stronger effect; one-dose inhibition, % at 25 µM; IC50 in µM for titrated hits; actives 0.3% (n = 340,000); in the data active means a potency from the dose series; inconclusive means inhibition above about 29% without an active follow-up result
# Yfh1-off respiration: enhancers of respiration in Yfh1-depleted yeast, dose response, Friedreich's ataxia, plus single-dose screen (AID 1465). fold induction at 50 µM, or EC50 in µM where a hit was titrated. actives 0.074% (n = 220,000). S. cerevisiae Yfh1-off respiration, WST-1 reduction, 72 h; higher fold induction means a stronger effect;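 active means fold induction of absorbance versus untreated yeast above a set limit, then at least 30% activation at any dose in follow-up; inconclusive means repeats straddling the limit, or above it without dose testing; inactive means fold induction below the set limit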;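 further: activators that raise dye reduction in frataxin-depleted yeast; strong numbers were not always called active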
# WT yeast gro inh mutant strain: second read-out of WT yeast gro inh, no call of its own (marks repeat the call); inhibition, %; mitochondrial fusion phenotypic screen, mutant strain inhibition
# Dengue-2 NS5 capping pilot replicate: further read-out of Dengue-2 NS5 capping, marked with its call; inhibition, %; measured here: pilot screen replicate inhibition
# Numbers without * were called inactive; i = inactive; u = inconclusive; x = no result given; [ ] = another dose, or the depositor's remark.
SMILES,SV40 large T antigen,CSM14.1 death rescue,West Nile virus CPE,K1F lysis inhibition,XIAP antagonists,RSV CPE inhibition,WT yeast gro inh,WT yeast gro inh mutant strain,Dengue-2 NS5 capping,Yfh1-off respiration,others
CCOC(=O)N1CCN(C(=O)COC(=O)Cc2ccc(OC)cc2)CC1,-12.1%,x,0.1%,0.2%,x,0.8%,x,x,10.5%,x,
CCOC(=O)C1CCN(C(=O)CN(Cc2ccccc2)S(C)(=O)=O)CC1,13.6%,-2.1%,0.2%,0.8%,1.2%,2.7%,-9.6,-6.6,-2.8%,i,
CCOC(=O)C1=C(c2ccccc2)NC(=S)NC1c1ccc(Cl)cc1 (stereo unspecified),20.4%,x,0.3%,i,x,8.2%,x,x,5.4%,i,
O=C(NCc1ccco1)c1cc2sccc2n1Cc1ccc(F)cc1,2.4%,3.3%,-0.1%,4.0%,-4.5%,3.3%,-8.6,18.5,4.9%,i,
CCCCC1C2=C(CC(C)(C)CC2=O)OC2=C1C(=O)CC(C)(C)C2,1.6%,3.1%,0.0%,1.9%,-1.5%,1.4%,-1.9,15.9,-2.9%,i,
CCn1cc(CCCC(=O)NCc2ccccc2OC)c2ccccc21,4.9%,x,-0.1%,-1.3%[50 µM],x,7.5%,x,x,-3.2%,x,
O=C(c1ccccc1)N(Cc1ccc2c(c1)OCO2)Cc1nc2ccccc2c(=O)[nH]1,1.0%,0.6%,-0.2%,1.8%,-2.0%,2.0%,0.7,6.4,2.9%,i,
COc1ccc(C2=NN(CN3C(=O)C(=O)c4ccccc43)C(c3ccc(C)cc3)C2)cc1 (stereo unspecified),12.3%,-3.3%,-0.1%,-0.4%,1.7%,4.1%,46.5,35.5,1.3%,i,
Cc1ccc(NC(=O)Nc2ccccc2CC[N+](=O)[O-])cc1,0.2%,-1.6%,0.2%,x,-4.0%,2.7%,-7.5,-29.6,x,i,
Cc1ccc(CC(=O)Nc2nncs2)cc1,-0.3%,-1.3%,-0.7%,3.8%,-9.8%,1.5%,-3.7,4.6,-1.5%,i,
O=C(COc1cc2oc(=O)c3c(c2cc1Cl)CCC3)NCc1ccncc1,10.3%,x,0.0%,0.0%,x,0.1%,x,x,-3.5%,x,
Cc1ccccc1CC1(CO)CCCN(C(=O)Cc2c(F)ccc(F)c2F)C1 (stereo unspecified),9.8%,x,-2.0%,-0.1%,x,13.9%,x,x,1.9%,x,
CCOc1cc(N2CCOCC2)c(OCC)cc1NS(=O)(=O)c1ccc(Cl)s1,61.4µM*,-1.5%,0.0%,-0.3%,-0.4%,4.1%,-5.3,5.3,4.0%,i,
CCOC(=O)c1ccc(NC(=O)CC2SC3=NCCN3C2=O)cc1 (stereo unspecified),13.6%,x,0.0%,1.6%,x,1.2%,x,x,1.5%,i,
O=C(NNC(=O)C1CCN(S(=O)(=O)c2cccc(C(F)(F)F)c2)CC1)C1CC1,3.1%,0.6%,-0.2%,0.8%,-3.9%,0.0%,-18.5,-17.1,-11.1%,i,
COc1ccc(C(=O)C(c2ccccc2)N2CCOCC2)cc1 (stereo unspecified),7.2%,-1.9%,0.1%,7.2%,-3.2%,0.6%,12.5,-7.0,0.0%,i,
CCC(CC)C(=O)Nc1c2c(nn1-c1ccc(C)cc1)CS(=O)(=O)C2,5.3%,x,-0.2%,0.1%,x,0.1%,x,x,-6.5%,x,
CC(=O)Nc1ccc(C2NC(=O)c3ccccc3O2)cc1 (stereo unspecified),-1.1%,1.3%,-0.7%,0.3%,-7.4%,0.9%,1.4,-0.5,-4.0%,i,
COc1ccc(C)cc1-n1nnnc1SCC(=O)NC(=O)NCc1ccco1,9.8%,x,0.3%,1.0%,-7.7%,-0.1%,20.2,13.6,-7.2%,i,
COc1ccc(C(=O)N/N=C2\SCC(=O)N2Cc2ccc3c(c2)OCO3)c(OC)c1,4.8%,0.1%,-0.2%,-0.1%,-9.9%,1.1%,-1.4,0.7,5.5%,i,
CC(C)OC(=O)Nc1ccc2c(c1)N(C(=O)CCN1CCOCC1)c1ccccc1CC2,-0.4%,-0.4%,-0.7%,0.6%,-20.4%,0.1%,-10.5,-8.4,-5.3%,i,
COC(=O)C(C(=O)OC)C(C)C(C(=O)OC)C(=O)OC,10.5%,-0.1%,0.1%,1.5%,1.4%,x,15.4,13.9,-7.1%,i,
CCOC(=O)N1CCN(C(=O)c2c[nH]c3ccc(S(=O)(=O)N(C)c4ccc(F)cc4)cc3c2=O)CC1,7.5%,x,0.2%,0.2%,x,1.1%,x,x,-5.3%,x,
O=C(COC(=O)CCc1nc2ccccc2s1)Nc1ccc(S(=O)(=O)N2CCOCC2)cc1,4.7%,-1.8%,0.3%,1.7%,-2.4%,1.6%,-5.1,-3.3,2.4%,i,
Cc1ccc2oc(=O)c3cnn(CC(=O)Nc4ccccc4N4CCN(C)CC4)c3c2c1,1.2%,x,0.4%,-0.6%,-1.7%,2.3%,-5.3,-0.5,-0.7%,i,
CCCCNC(=S)N(CCCN(C)C)Cc1cc2cc3c(cc2[nH]c1=O)OCO3,12.5%,x,-0.3%,0.4%,x,0.2%,x,x,-4.0%,x,
O=C(Cn1cncn1)NCc1ccccc1Br,5.8%,1.2%,-0.1%,0.5%,-6.2%,1.0%,-0.7,-8.3,-4.8%,i,Dengue-2 NS5 capping pilot replicate=-4.1
CC(=O)Nc1ccc(NC(=O)C(C)Sc2nc3ccccc3c(=O)n2Cc2ccco2)cc1 (stereo unspecified),16.8%,x,x,1.2%[50 µM],x,4.2%,x,x,-1.5%,x,
Cc1ccc(CNC(=O)c2ccc(N3CCC4(CC3)CC(c3cccc(Br)c3)=NO4)c(NC(=O)c3cccc(C)c3)c2)cc1,5.9%,x,x,0.7%,x,0.1%,x,x,-19.1%,x,
COc1cc(O)c(C(CCN2CCOCC2)c2cc(OC)c(OC)c(OC)c2)c(OC)c1 (stereo unspecified),13.4%,x,-0.1%,1.0%,x,1.8%,x,x,1.4%,i,
Cc1noc(C)c1S(=O)(=O)Nc1ccc(C(=O)NC2CCCCC2)cc1,17.7%,1.3%,0.5%,-0.1%,-4.3%,0.7%,-10.8,-3.8,-1.6%,i,
CN(C)c1ccc(-c2nc3cnccn3c2Nc2ccc3c(c2)OCCO3)cc1,12µM*,x,0.1%,0.5%,x,0.1%,x,x,4.6%,i,
CCN(CC)C(=O)CSc1ncnc2c(-c3ccc(OC)cc3)nsc12,9.1%,-0.6%,-1.0%,x,3.7%,1.2%,-9.9,11.3,x,i,
CCOC(=O)c1ccc2ncc(C(=O)OCC)c(NCCN3CCOCC3)c2c1,2.4%,x,-1.3%,-0.3%,x,1.0%,x,x,2.9%,x,
CCCC1CCc2c(sc(NC(=O)OCC)c2C#N)C1 (stereo unspecified),0.1%,-2.7%,3.4%,0.2%,-8.3%,0.1%,14.4,3.2,-0.8%,i,
Cc1ccc(C(=O)NCC(=O)OCC(=O)NCCNC(=O)COC(=O)CNC(=O)c2ccc(C)cc2)cc1,12.7%,x,x,1.2%[50 µM],x,-1.8%,x,x,-2.2%,x,
Cc1ccc(Nc2nc(N)nc(CSC(=S)N3CCN(c4ccccc4)CC3)n2)cc1,8.8%,1.9%,0.8%,0.5%,-8.7%,u,2.0,20.9,0.0%,i,
CCOC(=O)N1CCN(C(=O)CSc2ccc(C(F)(F)F)cc2[N+](=O)[O-])CC1,7.2%,x,-0.8%,0.0%,x,1.9%,x,x,1.6%,x,
COc1cc(OC)cc(-n2nnnc2SCC(=O)N2CCCc3ccccc32)c1,4.8%,3.0%,-0.4%,4.8%,-0.9%,-0.7%,2.5,2.3,-1.4%,i,
Cc1ccccc1Nc1nc(N)nc(CSc2n[nH]c(N)n2)n1,10.8%,x,-0.3%,0.2%,x,-1.6%,x,x,-3.8%,i,
CC(=O)N1CCN2C(=O)C1CCCC(=O)c1cc(C(C)C)ccc12 (stereo unspecified),5.0%,0.6%,0.2%,0.1%,-7.2%,1.2%,-11.5,-1.8,-4.3%,i,
COC(=O)CNC(=O)CSc1nnc(-c2ccc(OC)cc2)n1CC(C)C,15.7%,-1.8%,x,3.6%,-5.8%,3.7%,16.4,9.8,-5.6%,i,
C(/C=C/C=C/Nc1ccccc1)=Nc1ccccc1,-2.0%,0.9%,0.3%,0.2%,-19.2%,-0.1%,x,x,-1.4%,i,
COc1cc(NC(=S)NCCCN2CCOCC2)cc(OC)c1OC,0.9%,-0.1%,-0.2%,0.3%,-1.6%,0.8%,11.8,14.9,-10.8%,i,
CC(=O)Nc1ccc(NC2(C)C(=O)c3ccccc3C2=O)cc1,18.6%,0.0%,0.3%,0.4%,0.9%,0.8%,10.4,2.5,-4.9%,i,
Cc1ccc(NCc2nnc(SCC(=O)O)n2Cc2ccccc2)cc1Cl,13.2%,0.2%,0.2%,x,-12.5%,-1.6%,3.8,-1.8,x,i,
CCCCc1nnc(NC(=O)CCc2ccccc2)s1,9.6%,x,-0.6%,0.0%,x,2.6%,x,x,5.2%,x,
CS(=O)(=O)N(CC(=O)Nc1ccccc1C(=O)NCCc1ccccc1)c1ccc2c(c1)OCCO2,-6.6%,-2.6%,-0.2%,6.8%,-0.8%,0.0%,43.0,-8.5,-2.4%,i,
O=C(Cc1cccs1)N1CCC(c2nc3c(nnn3Cc3ccc(F)cc3)c(=O)[nH]2)CC1,-0.6%,-0.5%,1.4%,0.1%,-3.8%,-3.0%,5.2,0.7,-4.8%,i,
CCOC(=O)c1c(NC(=O)CCl)sc(C(=O)N(CC)CC)c1C,1.5%,1.8%,-2.5%,0.5%,5.5%,1.9%,-6.4,-8.4,-2.4%,i,
O=C(Nc1cc([N+](=O)[O-])ccc1O)c1cccc([N+](=O)[O-])c1,4.3%,x,-1.0%,-0.4%,x,11.0%,x,x,0.4%,x,
Cc1ccc2nc(N(CCN(C)C)C(=O)C3=COCCO3)sc2c1,12.8%,x,-0.3%,1.6%[50 µM],x,1.1%,x,x,3.2%,x,
C=CCOC(=O)C1=C[C@@H](c2ccc(C(F)(F)F)cc2)C[C@@H](OCc2ccc(CO)cc2)O1,21.0%,x,-0.8%,-1.4%,x,3.7%,x,x,-12.0%,i,
C=CCc1cc(OC)ccc1OCCON1C(=O)CCC1=O,-0.4%,-0.9%,0.2%,0.3%,-1.6%,2.5%,2.0,-10.8,-1.4%,i,
CCC(CC)c1nnc(NC(=O)c2cccnc2SC)s1,10.9%,-0.9%,0.5%,-0.3%,-4.4%,3.5%,-7.3,23.4,1.6%,i,

# Screening results as filed in PubChem.
